Screening results deposited in PubChem by National Center for Advancing Translational Sciences (NCATS).
B2AR arrestin: recruits beta-arrestin to the human beta2-adrenergic receptor | 0.02% of 330,000 active | AID 492947 | P07550 | beta-arrestin recruitment to beta2AR, cell-based reporter | Potency, µM (highest dose often 46.1 µM), without a hit: at the top dose activation, most hits filed as activators;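 further: potency means the concentration at half of the fitted maximal effect; 0% = DMSO controls and full agonism = EC100 isoproterenol or metaproterenol; nearly all actives have a fitted effect of over 65% in size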
Tb PFK block: inhibitors of T. brucei phosphofructokinase; T. brucei PFK, ADP-Glo luminescence; 0.17% of 330,000 active; O15648; Potency, µM (highest dose often 57.5 µM), for inactives: at the highest dose activity, negative = inhibition, most hits filed as inhibitors; AID 485367;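 further: potency means the concentration at half of the fitted maximal effect; 0% = uninhibited 1x PFK enzyme wells and -100% = no-enzyme wells; nearly all actives have a fitted effect of over 60% in size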
Target sequence (O15648 whole entry, looked up): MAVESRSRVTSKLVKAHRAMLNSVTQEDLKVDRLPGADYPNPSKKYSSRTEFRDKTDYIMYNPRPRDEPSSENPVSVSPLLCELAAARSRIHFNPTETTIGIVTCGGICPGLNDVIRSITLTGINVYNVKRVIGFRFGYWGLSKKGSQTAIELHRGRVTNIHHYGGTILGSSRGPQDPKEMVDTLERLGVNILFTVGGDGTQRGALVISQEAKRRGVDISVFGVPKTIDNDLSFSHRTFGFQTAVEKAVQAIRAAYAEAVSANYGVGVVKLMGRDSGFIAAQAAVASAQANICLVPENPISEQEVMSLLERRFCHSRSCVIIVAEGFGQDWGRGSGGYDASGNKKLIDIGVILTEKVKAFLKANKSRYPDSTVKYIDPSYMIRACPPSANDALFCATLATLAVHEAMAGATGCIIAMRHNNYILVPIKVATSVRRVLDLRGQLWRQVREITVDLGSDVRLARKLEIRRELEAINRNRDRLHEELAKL
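Compounds were pin-transferred as a titration series up to 57 uM into substrate buffer (0.5 mM F6P, 0.1 mM ATP, pH 8.0), then 1.25 nM PFK was added and reactions ran 45 min before ADP-Glo detection.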
TSHR antag: blocks TSH signaling through the human TSH receptor. 0.2% of 330,000 active. AID 504810. activity change, negative = inhibition, % at 11.5 µM. P16473. TSHR-expressing cells, TSH-stimulated cAMP HTRF, 2 h; active compounds read low;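 active means activity change below a set negative limit, meaning inhibition stronger than a set level, cut at about -70% in these data; inconclusive means activity change between two set negative limits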; further: on the % scale 0 is the no-effect control and ±100 the full control effect
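Read-out is FRET at 665 nm (cryptate excitation 337 nm) from a cryptate-tagged anti-cAMP antibody, competed by cell cAMP against cAMP-d2. Compounds are tested on freshly harvested TSHR cells challenged with 4nM TSH (EC80) for 2 hours at 37 deg C.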
ELG1 repair inh: inhibitors of ELG1-dependent DNA repair in HEK293T cells; HEK293T ELG1-luciferase reporter, luminescence, 16 h; DNA damage induced by 5-fluorouridine; Potency, µM (highest dose often 46.1 µM), for the others: at the top dose activity change, negative = inhibition, usual class: inhibitors; 2.3% of 330,000 active; AID 504467; further: potency means the concentration at half of the fitted maximal effect; on the % scale 0 is the no-effect control and ±100 the full control effect; nearly all actives have a fitted effect of over 55% in size
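DMSO vehicle served as the neutral condition. Each well held 2,000 cells given 5-fluorouridine plus compound; after 16 hr at 37 °C/5% CO2, ONE-Glo was added and luciferase measured 30 min later.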
uPA surface inh: blocks generation of uPA at the cell surface; cell surface uPA generation assay, qHTS; Potency, µM (series often up to 38.3 µM), for inactives: at the top dose activity change, negative = inhibition, most hits filed as inhibitors; 0.31% of 330,000 active; AID 540303; active means well fitted inhibition curve with a large enough effect; inconclusive means small, poorly fitted or top-dose-only effect; inactive means no such curve, though single readings can be large or run the other way; tested in mouse RAW 264.7 cells; further: potency means the concentration at half of the fitted maximal effect; on the % scale 0 is the no-effect control and ±100 the full control effect; nearly all actives have a fitted effect of over 55% in size
Eya2 inh: blocks the phosphatase activity of human Eya2. O00167. recombinant Eya2, OMFP fluorescence dephosphorylation (OMFP is methylfluorescein phosphate). Potency, µM (titrated, usually from 76.9 µM), for inactives: at the highest dose activity, negative = inhibition, usual class: inhibitors. 0.006% of 330,000 active. AID 488837; further: potency means the concentration at half of the fitted maximal effect; on the % scale 0 is the no-effect control and ±100 the full control effect
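Eya2 (0.2 uM) preincubated 10 min at ambient with compound, then OMFP substrate added at 50 uM; 10 min reaction in 50 mM HEPES pH 7.5, 50 mM NaCl, 5 uM MgCl2, 0.05% BSA, 1 mM DTT. Fluorescence read at Ex 485/Em 525 nm.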
BCR signal inh: chronic active BCR signaling inhibition; AID 493014; 0.05% of 340,000 active; Potency, µM (top dose mostly 46.1 µM), inactives show at the highest dose ratio change, negative = lower green/red ratio, hits mostly inhibitors; ABC-DLBCL IkBa-CBG/CBR reporter, luminescence ratio, 4 h; active means well fitted inhibition curve with a large enough effect in the signal ratio, with a control signal flat, not every such curve was filed as active; inconclusive means small, poorly fitted or top-dose-only effect, or effect the other way, or a change in a side signal; the % refers to the signal ratio;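 further: potency means the concentration at half of the fitted maximal effect; plate controls were basal doxycycline-induced cells for no effect and cells given 10 µM MG132 for full effect; MG132 reads +100%, hits lower the ratio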
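TMD8 human ABC-DLBCL cells with doxycycline-inducible IκBα–green luciferase fusion and unfused red luciferase, in 0.5% FBS medium; compounds up to 46 uM, 4 h at 37C. Green/red luminescence ratio, filter-overlap corrected, fitted to concentration-response curves.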
TCR act: T cell receptor activation | primary human leukocytes, anti-CD3, IL-2 HTRF, 48 h | Potency, µM (titrated, usually from 9.22 µM), inactives show top-dose activation of IL-2 secretion, most hits filed as activators | 330,000 tested, under 10 active | AID 504894; further: % of control where 0% means no effect
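Primary human leukocytes were stimulated with a-CD3 beads plus compounds for 48 hr without co-stimulation; secreted IL-2 was quantified by HTRF using a-IL-2-K (europium cryptate) and a-IL-2-d2, excited at 320nm with acceptor emission read at 665nm.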
TSG101-PTAP inh: blocks PTAP/TSG101 interaction to inhibit HIV-1 budding; Fluorescence polarization, FITC-PTAP peptide / Tsg101 binding; Potency, µM (series often up to 115 µM), without a hit: at the highest dose activity change, negative = inhibition, usual class: inhibitors; 340,000 tested, under 10 active; AID 493005; active means well fitted inhibition curve with a large enough effect in the main read-out, with a control signal flat, not every such curve was filed as active; inconclusive means small, poorly fitted or top-dose-only effect, or effect the other way, or a change in a side signal; inactive means no such curve, though single readings can be large or run the other way; further: potency means the concentration at half of the fitted maximal effect; % of control where 0% means no effect
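Steps: Tsg101 binding domain dispensed (10 uM final), compounds pinned in DMSO, FITC-labeled PTAP-motif peptide added (50 nM final); after 20 min binding at room temperature, polarization measured.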
Mito fusion yeast: mitochondrial division inhibition or fusion activation | 0.23% of 320,000 active | Potency, µM (doses to about 46.1 µM), for the others: at the top dose growth rescue (activation), usual class: activators | S. cerevisiae fusion-defective mutant growth rescue, CellTiterGlo 48 h | AID 485298;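 further: potency means the concentration at half of the fitted maximal effect; % of control where 0% means no effect; nearly all actives have a fitted effect of over 45% in size; temperature-sensitive fusion mutants such as fzo1-1 at 37 °C on non-fermentable ethanol glycerol medium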
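Growth-rescue viability read-out: after 48 h at the non-permissive 37C in glycerol/ethanol YPEG, yeast mitochondrial fusion mutants are measured by CellTiterGlo luminescence; compounds (23 nl pinned per well) restoring growth score as division inhibitors or fusion activators.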
USP2a block: inhibitors of human ubiquitin-specific protease USP2a. O75604. USP2 core, Ub-CHOP2 coupled fluorogenic reporter, 485/531. Potency, µM (series often up to 38.3 µM), inactives show top-dose activity change, negative = inhibition, actives largely listed as inhibitors. 0.01% of 330,000 active;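 further: potency means the concentration at half of the fitted maximal effect; plate controls were DMSO wells for no effect and full inhibition by NEM control for full effect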
Target sequence (O75604 whole entry, looked up): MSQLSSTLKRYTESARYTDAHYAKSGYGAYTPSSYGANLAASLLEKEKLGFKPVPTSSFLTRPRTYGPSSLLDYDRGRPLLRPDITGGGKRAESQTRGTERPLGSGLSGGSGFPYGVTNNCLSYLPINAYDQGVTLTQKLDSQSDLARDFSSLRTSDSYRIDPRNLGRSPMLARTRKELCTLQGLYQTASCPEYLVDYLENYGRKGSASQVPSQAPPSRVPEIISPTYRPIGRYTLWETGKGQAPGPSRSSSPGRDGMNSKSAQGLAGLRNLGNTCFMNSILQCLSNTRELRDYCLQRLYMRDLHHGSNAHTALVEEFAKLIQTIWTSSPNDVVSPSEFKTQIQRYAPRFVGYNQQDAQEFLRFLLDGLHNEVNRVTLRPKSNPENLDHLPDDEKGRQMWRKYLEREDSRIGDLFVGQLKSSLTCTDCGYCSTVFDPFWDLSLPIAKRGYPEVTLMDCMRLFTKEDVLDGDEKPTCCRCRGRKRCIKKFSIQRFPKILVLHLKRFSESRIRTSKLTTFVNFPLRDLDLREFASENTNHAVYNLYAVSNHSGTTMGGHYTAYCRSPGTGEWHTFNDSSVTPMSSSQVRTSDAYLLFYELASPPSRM
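USP2 core (10nM final) preincubated 30min RT with compound in 20mM Tris-HCl pH 8.0, 2mM CaCl2, 2mM beta-mercaptoethanol, 0.05% CHAPS; 25nM Ub-CHOP2 plus 25nM reporter substrate added, fluorescence (Ex485/Em531) read after 60min.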
* = called active by the depositor; u = inconclusive; x = not tested or not shown; & = joins results of further samples; [ ] = another dose, or the depositor's remark. Unless noted, the call rests on the fitted dose curve; in most records, active means well fitted curve in the direction sought with a large enough effect; inconclusive means small, poorly fitted or top-dose-only effect, or another doubt; inactive means no such curve, though single readings can be large; an effect the other way counts as inactive or inconclusive.

#	mol	uPA surface inh	TSHR antag	USP2a block	TSG101-PTAP inh	ELG1 repair inh	B2AR arrestin	TCR act	BCR signal inh	Tb PFK block	Eya2 inh	Mito fusion yeast
1	COc1ccccc1C(=O)Nc1c(-c2ccccc2)nc2ccccn12	-3%	3	2%	-5%	-4%	-0.5%	-10%	1%	1%	10%	6%
2	Cc1ccccc1N=C/C=C1/C=C(c2ccccc2)OC(C)(C)O1	-3%	6	3%	-6%	13µM*	-0.2%	5%[46.1 µM]	u	1%	5%	4%
3	CN(C)c1nc(N)nc(CSc2ncc(Cl)cc2Cl)n1	x	-6	0%	-7%	22%	-0.2%	-2%	u	-9%	6%	16%
4	Clc1ccccc1-c1ccc2ncnc(NCc3cccs3)c2c1	-10%	2&-28	-2%&2%	-2%	-4%	-0.1%&-0.2%	4%	u	-6%&0%	14%&-8%	28%
5	Nc1nc(CSCCO)nc(Nc2ccccc2)n1	-5%	10	2%	-2%	13%	-0.4%	4%	-1%	0%	-35%	-1%
6	Cc1onc(-c2ccccc2Cl)c1C(=O)N1CCC(C(N)=O)CC1	3%	5	0%	-7%	3%	0.1%	-1%	-1%	-2%	3%	-2%
7	Cc1cc(NC(=O)Cn2nnc3sc4c(c3c2=O)CCC(C(C)(C)C)C4)no1 (configuration not stated)	x	-1	-2%	-6%	-4%	0.3%	2%	u	3%	17%	8%
8	Cn1cc([N+](=O)[O-])c(C(=O)NCc2cc3ccccc3[nH]2)n1	1%	2	2%	-2%	-4%	-0.5%	-1%[46.1 µM]	-5%	-25%	-1%	0%
9	COc1cccc(OC)c1C(=O)Nc1cccc(S(=O)(=O)Nc2ccccc2Cl)c1	u	12	-1%	-6%	15%	-0.1%	5%	u	-1%	0%	x
10	CC(C)(C)SC(=O)CC1NS(=O)(=O)OC2CCCCC12 (configuration not stated)	-6%	-10	4%	1%	-3%	0.3%	-7%	-1%	-3%	-6%	-1%
11	CN(C)c1ccc(NC(=O)Cc2ccccc2)c2ccccc12	-1%	-1	3%	1%	u	0.4%	-8%	0%	3%	-4%	-14%
12	CC(=O)NC(Cc1ccccc1)c1ccc2c(c1)OCCCO2 (configuration not stated)	1%	1	0%	-2%	u	-0.2%	3%[46.1 µM]	5%	0%	5%	-5%
13	CC1CCCC(C)N1C(=O)COC(=O)/C=C/c1ccco1 (configuration not stated)	2%	x	4%	-3%	u	-0.1%	3%	0%	u	7%	x
14	CCOc1ccc(S(=O)(=O)NC2=NCCCCC2)cc1	4%	10	3%	3%	19%	-0.4%	4%	0%	-9%	-1%	1%
15	Cc1cc(C(=O)NCc2cc(C(=O)O)co2)co1	16%	-9	1%	1%	6%	0.0%	-3%	-1%	2%	-5%	-3%
16	CCOc1cccc(C(=O)Nc2ccc(S(=O)(=O)Nc3cc(C)on3)cc2)c1	-2%	-10	1%	-1%	10%	0.0%	-8%	-13%	0%	-6%	7%
17	CCNC(=O)NC(=O)C(C)Oc1ccc(Br)cc1Br (configuration not stated)	0%	-8	-4%	-2%	26%	-0.3%	-6%	-21%	6%	-3%	u
18	CCCCCCN[C@H]1CCC2C3CC=C4C[C@@H](O)CC[C@]4(C)C3CC[C@@]21C (some centres not stated)	-8%	11	1%	-5%	1%	-0.3%	3%	-12%	0%	-8%	x
19	C#CCOc1ccccc1CNc1ccccc1	-10%	-1	0%	-4%	-2%	-0.4%	-2%[46.1 µM]	u	12%	1%	27%
20	CN(CCc1cn[nH]c1)C(=O)CC1C(=O)NCCN1Cc1cccc(Oc2ccccc2)c1 (configuration not stated)	4%	-10	-1%	-3%	3%	-0.9%	3%	-19%	-3%	-7%	0%
21	COc1cccc(-c2cccc(NC(=O)C3CCN(C4CCOCC4)CC3)c2)c1	10%	2	2%	4%	u	0.2%	-4%	0%	2%	-3%	-1%
22	O=C(C(c1ccccc1)c1ccccc1)N1CCN(CC(O)COc2ccccc2)CC1 (configuration not stated)	2%	13	0%	-5%	u	0.1%	1%	-3%	5%	-9%	1%
23	O=C1CCC(C(=O)N2CCCC(C(=O)c3ccc4ccccc4c3)C2)=NN1 (configuration not stated)	u	13	2%	2%	0%	0.0%	5%	8%	4%	3%	0%
24	COc1ccc(C=O)cc1CSc1ccccn1	4%	0	-1%	1%	15%	7.2%	0%	-15%	-12%	3%	2%
25	CCN(CC(=O)Nc1ccc(OC(F)F)cc1)C1CCCCC1	-3%	7	2%	0%	-12%	-1.0%	-2%	-1%	-8%	1%	-7%
26	COC(=O)C1CSC(C(=O)OC)N1C(=O)CN1CCN(c2ccc(OC)cc2)CC1 (configuration not stated)	-14%	4	-4%	-4%	-4%	0.0%	-3%	-16%	-2%	8%	u
27	O=C(NNC1CC(=O)N(c2ccccc2)C1=O)c1ccccc1Cl (configuration not stated)	0%	0	2%	-1%	1%	0.2%	-2%	u	-1%	11%	0%
28	Cc1ccc2nc(SCC(=O)c3c(N)n(C)c(=O)n(C)c3=O)[nH]c2c1	0%	25	4%	-2%	7%	0.3%	6%	1%	15%	3%	1%
29	O=S(=O)(NCc1ccccc1)c1ccc(Br)s1	-17%	-3	-1%	-5%	0%	-1.0%	1%	6%	0%	4%	11%
30	O=C(NCC(F)(F)F)Nc1nnc(C(F)(F)F)s1	0%	5	1%	-3%	18µM*	0.3%	-22%	8%	-3%	4%	1%
31	O=C(NC1=NCCS1)c1ccc(-c2ccc(Cl)cc2)o1	-6%	4	4%	-7%	u	0.2%	-3%	u	-2%	17%	20%
32	O=C(CCl)Nc1ncc(S(=O)(=O)c2ccc([N+](=O)[O-])cc2)s1	-2%	-12	4%	-4%	10%	0.0%	-5%	1%	-1%	1%	x
33	O=C(NCc1ccco1)c1n[nH]c(=O)c2ccccc12	x	-2	2%	0%	14%	-0.2%	-4%	10%	-2%	-18%	0%
34	CC(=O)c1ccc(N2CCC(c3cc(-c4ccc(Cl)cc4Cl)n[nH]3)CC2)c([N+](=O)[O-])c1	x	-31	1%	-1%	u	-0.2%	3%	u	2%	1%	-12%
35	CCCn1c(O)c(N=Nc2ccc3ccccc3n2)c2ccccc21	0%	-4	u	u	u	2.2%	-9%[46.1 µM]	u	-2%	24%	-2%
36	Cc1ccc([C@H]2C(C(=O)O)=CC[C@@H](c3ccc(Cl)cc3)N2S(=O)(=O)c2ccccc2C)cc1	-4%	-11	2%	-2%	-3%	0.2%	-1%	-2%	-12%	-7%	x
37	N#Cc1c(NC(=O)CSc2nc3c(c(C(F)(F)F)n2)CCc2ccccc2-3)sc2c1CCCC2	x	-3	2%	-3%	2%	-0.3%	3%	-1%	-6%	15%	-2%
38	CCOc1ccc(CNC(=O)Cn2nc(C)c3c(C)n(-c4ccc(C)cc4)nc3c2=O)cc1	-9%	-11	3%	-2%	-12%	0.0%	8%	4%	0%	10%	-1%
39	Cn1c(=O)c2c(nc(NC3CCCC3)n2C)n(C)c1=O	6%	-13	0%	0%	11%	-0.1%	5%	14%	3%	-11%	5%
40	COC(=O)/C=C1\SC(=NC(=O)c2ccc(-c3ccccc3)cc2)NC1=O	-5%	-7	-2%	-8%	u	-0.4%	-4%[46.1 µM]	2%	0%	-4%	x
41	CCCCCc1ccc(-c2ccc(=O)[nH]n2)cc1	-5%	14	-1%	-30%	u	-0.9%	-1%	u	-7%	4%	u

Rows were taken by chance. About 3% of those tested had a hit in this group.
